Screens (PubChem BioAssay)
TMEM16A inh: mouse TMEM16A channel inhibition, primary screen | Q8BHY3 | HEK293 TMEM16A/YFP iodide influx fluorescence, ionomycin | normalized B-score (activity score, 25-100; higher = stronger inhibition) at 10 µM | 310,000 tested, 1.2% active | AID 588511;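 active = ratio plate-corrected score three or more library SD toward inhibition, starting fluorescence score within five deviations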;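 also: score derived from kinetic fluorescence span divided by baseline fluorescence per well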
HDAC3 inhib: blocks human histone deacetylase 3; inhibition, % at 8.3 µM; O15379; recombinant HDAC3, fluorogenic peptide/trypsin coupled, fluorescence; AID 2718; 320,000 tested, 0.15% active; in the data active = inhibition above about 26%, passing the limit was not always enough; inconclusive = no clear call, values can overlap the other calls
Target sequence (O15379 whole entry, looked up): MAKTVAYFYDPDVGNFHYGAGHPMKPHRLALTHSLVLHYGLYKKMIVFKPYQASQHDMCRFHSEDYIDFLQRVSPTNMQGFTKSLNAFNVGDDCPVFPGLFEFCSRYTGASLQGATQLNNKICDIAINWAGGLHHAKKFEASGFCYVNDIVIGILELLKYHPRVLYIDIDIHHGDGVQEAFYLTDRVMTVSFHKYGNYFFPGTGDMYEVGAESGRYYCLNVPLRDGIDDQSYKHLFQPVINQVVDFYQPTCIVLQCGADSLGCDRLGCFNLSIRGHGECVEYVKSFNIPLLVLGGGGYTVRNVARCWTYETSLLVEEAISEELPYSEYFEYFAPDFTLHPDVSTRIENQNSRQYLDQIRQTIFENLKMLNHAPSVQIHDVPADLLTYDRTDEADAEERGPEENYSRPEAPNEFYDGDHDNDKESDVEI
TRPC4 potent: allosterically enhances the mouse TRPC4 cation channel; Q9QUQ5; HEK293 TRPC4beta/mu-opioid, DAMGO EC20, Fluo-4 Ca2+ flux; active compounds read high; B-score at 10 µM; 310,000 tested, 0.42% active; AID 2227;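 active = B-score of calcium response area above 5 SD of library B-scores, with initial fluorescence ratio within 5 SD of library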;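 also: B-score of integrated fluorescence ratio over time as area under calcium response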
KCNQ1 act: human KCNQ1 channel potentiation or activation; 310,000 tested, 0.35% active; P51787; AID 2648; CHO-K1 KCNQ1, thallium flux FluxOR fluorescence; active compounds read high; B-score at 10 µM;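 active = fluorescence ratio B-score, a plate-corrected score, at least three library SD, with initial intensity B-score within 5 SD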
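Test system: CHO-K1 cells stably expressing KCNQ1 / Medium: assay buffer / Also added: depolarizing K+/Tl+ stimulus, K2SO4 and Tl2SO4 each 12.5 mM in 5x stock / Incubation: 90 min dye loading and 20 min compound exposure, both at room temperature / Signal: thallium influx via FluxOR fluorescence, kinetic imaging / Evaluation: B score of baseline-normalized fluorescence ratio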
hERG protect: hERG (human) protection from proarrhythmic block; CHO-hERG, FluxOR thallium flux, dofetilide IC70 present; activation (rescue from dofetilide block), less the hit threshold, % at 10 µM; 310,000 tested, 0.51% active; AID 1511;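 active = activation above the mean of controls blocked by dofetilide plus 5 SD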;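 also: thallium influx through hERG after potassium depolarization seen as dye fluorescence rise; in these data hits start at about 4.7%; inactives centre near -7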
TRPC4 agonist: opens the mouse TRPC4 cation channel; HEK293 TRPC4beta/mu-opioid, Fluo4 calcium fluorescence; active compounds read high; B-score at 10 µM; 310,000 tested, 0.49% active;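 active = B-score above 5 SD of library B-scores, and initial fluorescence ratio not above library mean plus 5 SD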;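 also: positive B-score marks a calcium rise read as TRPC4 activation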
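Assay system – TRPC4beta and mu-opioid receptor HEK293 stable cells · Measured by – Fluo4 fluorescence, kinetic · Schedule – dye loading 45 min room temperature, 110 s kinetic read · Read-out – B-scored integrated calcium fluorescence ratio · Controls – buffer and maximal DAMGO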
Dyrk1A ADPGlo: blocks rat Dyrk1A kinase activity. AID 504441. ADP-Glo luminescence, NFATc1 peptide. 310,000 tested, 0.43% active. inhibition, % at 12.5 µM; in the data active = inhibition above about 50%;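 also: plate controls were vehicle with enzyme for no effect and no enzyme for full effect; many of its hits are not listed in these tables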
KCNK9 inh: inhibitors of human KCNK9 two-pore domain potassium channel | 310,000 tested, 1.2% active | AID 488922 | HEK293 KCNK9, FluxOR thallium flux fluorescence; active compounds read low | B-score at 10 µM;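 active = ratio B-score over 3 SD below the library mean, with starting fluorescence within 5 SD of its mean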;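 also: negative B-score means less thallium flux so channel inhibition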
Target sequence (Q9NPC2 whole entry, looked up, the tested form may be a part): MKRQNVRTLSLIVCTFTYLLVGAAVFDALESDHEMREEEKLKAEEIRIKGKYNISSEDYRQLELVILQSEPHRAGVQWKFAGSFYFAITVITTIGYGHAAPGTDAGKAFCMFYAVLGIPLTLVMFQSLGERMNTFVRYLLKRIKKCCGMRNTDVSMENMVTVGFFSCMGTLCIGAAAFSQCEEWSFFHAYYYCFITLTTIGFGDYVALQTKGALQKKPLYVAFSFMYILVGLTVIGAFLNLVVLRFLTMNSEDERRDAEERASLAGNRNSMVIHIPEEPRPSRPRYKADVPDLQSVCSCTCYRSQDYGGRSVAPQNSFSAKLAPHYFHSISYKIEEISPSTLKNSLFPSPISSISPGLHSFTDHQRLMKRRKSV
TMEM16A act: mouse TMEM16A channel activation, primary screen; HEK293 TMEM16A/YFP-H148Q/I152L, iodide quench fluorescence; active compounds read low; B-score at 10 µM; 340,000 tested, 0.3% active;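 active = fluorescence-ratio B-score plate-corrected deviation score at least 3 library SD below zero, with starting fluorescence score within 5 deviations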;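 also: channel opened by trigger with iodide after compound preincubation; score built on the fluorescence ratio of max minus min over baseline; more negative score means more quench and so TMEM16A activation or potentiation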
KCNQ1 block: blocks the human KCNQ1 potassium channel; CHO-K1 KCNQ1, FluxOR thallium flux fluorescence; active compounds read high; B-score at 10 µM; 310,000 tested, 1.3% active;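 active = compounds whose thallium flux B-score, printed positive for inhibition, exceeds three library SD while starting fluorescence stays within three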;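 also: channel opened by potassium depolarization with thallium stimulus after 20 min compound exposure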
KCNK3 block: human KCNK3 channel inhibition, primary screen; O14649; CHO-KCNK3 thallium flux, FluxOR fluorescence; active compounds read low; B-score at 10 µM; 340,000 tested, 0.84% active; AID 602410;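 active = B-score under library mean minus 4 SD, starting fluorescence ratio at most library mean plus 5 SD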;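 also: more negative B-score means stronger inhibition of thallium flux through KCNK3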
* hit, by the source's call; i = inactive; ? = inconclusive; nt = not tested or not shown.

SMILES	TMEM16A inh	HDAC3 inhib	TRPC4 potent	KCNQ1 act	hERG protect	TRPC4 agonist	Dyrk1A ADPGlo	KCNK9 inh	TMEM16A act	KCNQ1 block	KCNK3 block
Cc1cc(C)n(S(=O)(=O)c2cc(Cl)ccc2Cl)n1	i	-2.1	i	i	-10.0	i	4.2	i	i	i	i
CC(C)c1ccc(/C=N/Nc2cc(N3CCOCC3)nc(N3CCOCC3)n2)cc1	i	-1.2	nt	nt	nt	nt	-5.5	nt	i	nt	i
Cc1ccc(N2C(=O)c3ccc(C(=O)Nc4cccnc4)cc3C2=O)c(C)c1	i	-1.2	i	i	4.7*	i	0.1	i	i	i	i
CC(=O)c1c(C)nn(C(=O)c2cccs2)c1C	i	40.9*	i	i	-11.0	i	7.5	i	i	i	i
CCOc1ccc(-c2c(C(=O)N/N=C/c3ccc(OC)cc3)nnn2-c2nonc2N)cc1	i	-4.0	i	i	-9.2	i	-0.7	i	i	i	i
CCOC(=O)c1c(NCc2ccc3c(c2)OCO3)c2ccccc2[nH]c1=O	i	5.0	nt	nt	nt	nt	6.8	nt	i	nt	i
Cc1cc(C)c(NC(=O)CN2C(=O)NC3(CCCCC3)C2=O)c(Cl)c1	i	-6.2	i	i	-8.5	i	-5.0	i	i	i	i
CCc1ccc(NC(=O)c2cnn(-c3ccccc3)c2C)cc1	i	-0.4	i	i	-12.2	i	-2.8	i	i	i	i
Cc1ccc(CNC(=O)CCNS(=O)(=O)c2cccs2)cc1	i	-4.0	i	i	-6.3	i	0.7	i	i	i	i
CCC(=Cc1ccc(CC)cn1)CC	i	2.9	i	i	-9.7	i	-3.0	i	i	i	i
O=C(c1ccc([N+](=O)[O-])cc1)N(Cc1cccs1)C1CCS(=O)(=O)C1 (stereo not given)	i	-4.1	i	i	-11.2	i	-3.5	i	i	i	i
COC(=O)c1ccccc1NC(=O)c1ccc2c(c1)OCCCO2	i	0.1	i	i	-6.0	i	0.9	-6.83*	i	i	i
CC(C)c1ccc(NC(=O)/C(C#N)=C/c2ccncc2)cc1	i	-4.9	i	8*	-12.0	i	-2.9	i	i	i	i
CCOC(=O)c1c(C)nc2sc3c(c2c1-c1ccc(OC)cc1)NC(c1ccccc1)NC3=O (stereo not given)	i	-3.1	i	i	-5.6	i	13.6	i	i	i	i
CSCCC(NC(=O)C1CCCCC1)c1nc2ccccc2[nH]1 (stereo not given)	i	-1.6	i	i	-11.8	i	nt	i	i	i	i
Cc1ccc(S(=O)(=O)NCCc2ccncc2)cc1C	i	-6.4	i	i	-1.6	i	2.9	i	i	i	i
CCCCC(=O)Nc1cccc(NC(=O)C(C)C)c1	i	0.3	i	i	-2.3	i	-5.8	i	i	i	i
CCCCN(C)CCNC(=O)c1cc(-c2cccnc2)nc2ccc(S(=O)(=O)N3CCC(C)CC3)cc12	i	1.4	i	i	-9.1	57*	-0.4	i	i	i	i
CCN(CC)c1ccc(-c2nc3cnccn3c2NC2CCCC2)cc1	i	7.3	i	i	-18.4	i	4.2	i	i	i	i
COC(=O)COc1ccc(C(c2c(C)[nH][nH]c2=O)c2c(C)[nH][nH]c2=O)cc1	i	0.6	i	i	0.2	i	13.3	i	i	i	i
CC1=C(C(=O)Nc2ccccc2)C(c2ccc(C)cc2)N=C(Nc2nc3ccccc3o2)N1 (stereo not given)	i	-35.0	i	i	-2.7	i	-8.9	i	i	i	i
O=C(CCN1CCCC1Cc1ccccc1)c1ccc2c(c1)OCCO2 (stereo not given)	i	2.1	i	i	-10.7	i	0.9	i	i	7*	i
Cc1ccccc1N(C(=O)c1snc(C(N)=O)c1N)C(C(=O)NC1CCCC1)c1ccco1 (stereo not given)	nt	nt	i	i	-9.4	i	3.2	i	i	i	i
COc1ccc(-c2nnsc2N2C(=O)c3ccccc3C2=O)cc1	i	13.4	i	i	-6.7	i	nt	i	i	i	i
CCOC(=O)c1c(-c2ccc(C)o2)csc1NC(=O)CN1CCC(C(N)=O)CC1	i	4.3	i	i	-23.7	i	28.9	i	i	i	i
O=C(c1cnn2c(C(F)F)cc(-c3ccccc3)nc12)N1CCN2CCCC2C1 (stereo not given)	i	15.6	i	i	-7.2	i	3.4	i	i	i	i
CC(=O)N1CCOc2ccc(S(=O)(=O)NCC3CCC(C(=O)Nc4ccc(C)cn4)CC3)cc21 (stereo not given)	i	4.0	i	i	-6.5	i	16.6	i	i	i	i
C=CCc1cccc2cc(C(=O)NC3CCCCC3)c(=O)oc12	i	2.7	i	i	-5.0	i	-2.1	i	i	i	i
COc1ccc(N(C(=O)CNC(=O)c2ccco2)C(C(=O)NC2CCCCC2)c2ccncc2)cc1 (stereo not given)	i	0.2	i	i	-3.0	i	-8.4	i	i	i	i
Cc1cc(C)c(C#N)c(N2CCCC(C(N)=O)C2)n1 (stereo not given)	i	-18.3	i	i	-2.5	i	-4.5	i	i	i	i

For reference, some entries already given.
SMILES	TMEM16A inh	HDAC3 inhib	TRPC4 potent	KCNQ1 act	hERG protect	TRPC4 agonist	Dyrk1A ADPGlo	KCNK9 inh	TMEM16A act	KCNQ1 block	KCNK3 block
CCN(CC)c1ccc(-c2nc3cnccn3c2NC2CCCC2)cc1	i	7.3	i	i	-18.4	i	4.2	i	i	i	i
COC(=O)COc1ccc(C(c2c(C)[nH][nH]c2=O)c2c(C)[nH][nH]c2=O)cc1	i	0.6	i	i	0.2	i	13.3	i	i	i	i
CC1=C(C(=O)Nc2ccccc2)C(c2ccc(C)cc2)N=C(Nc2nc3ccccc3o2)N1 (stereo not given)	i	-35.0	i	i	-2.7	i	-8.9	i	i	i	i
O=C(CCN1CCCC1Cc1ccccc1)c1ccc2c(c1)OCCO2 (stereo not given)	i	2.1	i	i	-10.7	i	0.9	i	i	7*	i
Cc1ccccc1N(C(=O)c1snc(C(N)=O)c1N)C(C(=O)NC1CCCC1)c1ccco1 (stereo not given)	nt	nt	i	i	-9.4	i	3.2	i	i	i	i
COc1ccc(-c2nnsc2N2C(=O)c3ccccc3C2=O)cc1	i	13.4	i	i	-6.7	i	nt	i	i	i	i
CCOC(=O)c1c(-c2ccc(C)o2)csc1NC(=O)CN1CCC(C(N)=O)CC1	i	4.3	i	i	-23.7	i	28.9	i	i	i	i
O=C(c1cnn2c(C(F)F)cc(-c3ccccc3)nc12)N1CCN2CCCC2C1 (stereo not given)	i	15.6	i	i	-7.2	i	3.4	i	i	i	i
CC(=O)N1CCOc2ccc(S(=O)(=O)NCC3CCC(C(=O)Nc4ccc(C)cn4)CC3)cc21 (stereo not given)	i	4.0	i	i	-6.5	i	16.6	i	i	i	i
C=CCc1cccc2cc(C(=O)NC3CCCCC3)c(=O)oc12	i	2.7	i	i	-5.0	i	-2.1	i	i	i	i
COc1ccc(N(C(=O)CNC(=O)c2ccco2)C(C(=O)NC2CCCCC2)c2ccncc2)cc1 (stereo not given)	i	0.2	i	i	-3.0	i	-8.4	i	i	i	i
Cc1cc(C)c(C#N)c(N2CCCC(C(N)=O)C2)n1 (stereo not given)	i	-18.3	i	i	-2.5	i	-4.5	i	i	i	i

Going on with the list.
SMILES	TMEM16A inh	HDAC3 inhib	TRPC4 potent	KCNQ1 act	hERG protect	TRPC4 agonist	Dyrk1A ADPGlo	KCNK9 inh	TMEM16A act	KCNQ1 block	KCNK3 block
Cn1c(=NC(=O)c2ccccc2[N+](=O)[O-])sc2cccc(F)c21	i	5.1	i	i	-11.8	i	-10.4	i	i	i	i
O=C(CNS(=O)(=O)c1ccc(Br)s1)N1CCN(c2ncccn2)CC1	nt	nt	i	i	-5.2	i	-11.3	i	i	i	i
O=C(Oc1cccc(C(=S)N2CCOCC2)c1)c1cc([N+](=O)[O-])cc([N+](=O)[O-])c1	i	6.6	i	i	-18.8	i	-3.1	i	i	i	i
Oc1cccc(/C=N/Nc2cc(N3CCOCC3)nc(N3CCOCC3)n2)c1	i	11.9	i	i	-6.5	i	5.5	i	i	i	i
Cc1cc(C)cc(NC(=O)CN2CCN(C(=O)C3CCCO3)CC2)c1 (stereo not given)	i	7.6	i	i	-2.9	i	nt	i	i	i	i
Cc1ccc2nc(-c3cccnc3)c(NC3CCCC3)n2c1	i	-5.7	i	i	-5.0	i	2.3	i	i	i	i
CSc1nnc(-c2ccccc2)c(=O)[nH]1	i	4.8	i	i	-7.3	i	0.5	i	nt	i	i
Cc1onc(-c2ccccc2)c1C(=O)Nc1ccc(Cl)cn1	i	-1.6	i	i	-12.2	i	-5.3	i	i	i	i
CC1=NNC(=O)C1CCC(=O)N/N=C/C=C/c1ccccc1 (stereo not given)	i	6.5	i	i	-10.6	i	-2.0	i	i	i	i
C=CCn1c(SCC(=O)NCc2ccc3c(c2)OCO3)nnc1C1CCCCC1	i	15.9	i	i	-10.6	i	-1.2	i	i	i	i
Cc1ccccc1NC(=O)c1cccc(NC(=O)c2ccco2)c1	i	-2.2	i	i	-9.2	i	9.4	i	i	i	i
COc1cc(/C=N/NC(=S)NC(C)C)ccc1OCC(=O)Nc1c(C)cc(C)cc1C	i	6.5	i	i	-9.3	i	-0.3	i	i	i	i
O=S(=O)(NCC1(N2CCOCC2)CCCCC1)c1ccc(F)c(F)c1F	i	-8.6	i	i	-12.3	i	-7.2	i	i	i	i
COc1ccc(N2CCN(CCCNC(=O)CN3C(=O)COc4ccccc43)CC2)cc1	i	-4.8	i	i	-8.0	i	-1.7	i	i	i	i
O=C(NCC(=O)N(c1ccccc1F)C(C(=O)NC1CCCC1)c1ccncc1)c1ccco1 (stereo not given)	i	-6.7	i	i	-5.3	i	-6.6	i	i	i	i
CCOC(=O)N1CCN(c2nc3ccc(C)cc3n3cnnc23)CC1	nt	nt	i	i	-10.1	i	-4.8	i	i	i	i
COc1cc(C(=O)Oc2cc(C)cc(C)c2)cc(OC)c1OC	i	?	i	i	-6.6	i	-0.1	i	i	i	i
CC(NCCc1ccc(O)cc1)C(O)c1ccc(O)cc1 (stereo not given)	100*	-0.9	i	i	-1.9	i	-8.9	i	i	i	i
COc1cccc(NC(=O)COc2ccc(Br)c(C)c2)c1	i	6.8	i	i	-13.1	i	0.1	i	i	i	i
CCc1cc(=O)oc2c3c(cc(OCC(=O)NCCC(=O)O)c12)OC(C)(C)CC3	i	-80.3	i	i	-3.0	i	0.9	i	i	i	i
CCCc1ccc(OCC(O)CN2CCc3ccccc3C2)cc1 (stereo not given)	i	1.4	i	i	-1.4	i	8.2	i	i	i	i

These rows are one share of the data; rates above refer to the full screens.
